Compound activity: PubChem BioAssay, National Center for Advancing Translational Sciences (NCATS)
TDP1 cell CPT – growth inhibition of DT40 Tdp1-/-;hTDP1 cells with camptothecin (screen for TDP1 inhibitors). hit rate 12% among 420,000. chicken DT40 Tdp1-/-;hTDP1 cells + 20 nM CPT, ATP luminescence, 48 h. Potency, µM (highest dose often 46.2 µM), inactives show top-dose activity change, negative = growth inhibition, actives largely listed as inhibitors; note: nearly all actives have a fitted effect of over 55% in size
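Cell growth measured by CellTiter-Glo luminescence after a minimum 48 h, 37 C compound exposure with 20 nM CPT in Tdp1-knockout DT40 cells stably expressing hTDP1, seeded 400/well; qHTS titration format.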
TDP1 inh – inhibitors of human tyrosyl-DNA phosphodiesterase TDP1. Potency, µM (titrated, usually from 130 µM), without a hit: at the top dose activity change, negative = inhibition, usual class: inhibitors. AID 485290. recombinant TDP1, AlphaScreen DNA substrate cleavage. hit rate 0.28% among 350,000; note: nearly all actives have a fitted effect of over 40% in size
Target sequence (Q9NUW8 whole entry, looked up): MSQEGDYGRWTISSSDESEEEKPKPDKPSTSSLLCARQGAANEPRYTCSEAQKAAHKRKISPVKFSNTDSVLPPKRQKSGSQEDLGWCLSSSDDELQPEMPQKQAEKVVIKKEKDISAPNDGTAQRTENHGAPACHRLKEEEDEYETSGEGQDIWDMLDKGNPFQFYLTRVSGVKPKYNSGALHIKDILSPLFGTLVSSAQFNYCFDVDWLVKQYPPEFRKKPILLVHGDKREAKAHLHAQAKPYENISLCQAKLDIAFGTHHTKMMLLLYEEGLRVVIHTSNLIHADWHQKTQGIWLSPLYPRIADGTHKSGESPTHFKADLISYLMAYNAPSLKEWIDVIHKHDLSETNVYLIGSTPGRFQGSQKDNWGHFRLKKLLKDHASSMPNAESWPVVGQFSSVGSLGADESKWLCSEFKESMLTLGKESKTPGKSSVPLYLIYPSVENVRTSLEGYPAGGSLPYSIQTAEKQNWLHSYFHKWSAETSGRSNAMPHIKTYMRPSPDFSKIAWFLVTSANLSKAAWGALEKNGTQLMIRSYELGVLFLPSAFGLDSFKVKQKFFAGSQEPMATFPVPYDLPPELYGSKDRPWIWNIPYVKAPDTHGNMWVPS
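AlphaScreen read-out: signal falls as enzyme removes the 3' tyrosine-FITC from a 5'-biotinylated DNA oligo (15 nM, 5 min, RT). Enzyme was E. coli-made recombinant Tdp1 at 1 nM, exposed to compound for 15 min beforehand; beads 10 ug/ml, 10 min.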
TDP1 cell noCPT – qHTS for Inhibitors of human tyrosyl-DNA phosphodiesterase 1 (TDP1): qHTS in cells in absence of CPT. hit rate 15% among 420,000. AID 686978, 2013. DT40 Tdp1-/- hTDP1 cells, no CPT, ATP luminescence, 48 h. Potency, µM (series often up to 46.2 µM), for the others: top-dose activity change, negative = growth inhibition, most hits filed as inhibitors; note: nearly all actives have a fitted effect of over 55% in size
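No-CPT arm: Tdp1-/-;hTDP1 DT40 cells (400/well) plus compounds, incubated ≥48 hr at 37 °C. Readout CellTiter-Glo luminescence.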
The depositor's hits bear a star; u = inconclusive; x = not tested or not shown; & = joins results of further samples; [ ] = dose if it differs, or a comment. Calls come from the whole dose curve; as a rule, active = well fitted curve in the direction sought with a large enough effect; inconclusive = small, poorly fitted or top-dose-only effect, or another doubt; inactive = no such curve, though single readings can be large; an effect the other way counts as inactive or inconclusive. % is set by controls: 0 for no effect and ±100 for the full control effect; potency is the fitted concentration of half-maximal effect.

The first 4 records as a preview:
1. COc1cccc(CC(=O)Nc2sc3c(c2C(N)=O)CCCC3)c1
2. Cc1cc(NC(=O)COC(=O)c2cc(S(=O)(=O)N3CCOCC3)ccc2N2CCCCC2)no1
3. CCn1nnnc1SCC(=O)Nc1ccc2c(c1)OCO2
4. CC(C)COC(=O)N(C)C[C@H]1OCc2cn(nn2)CCCC(=O)N([C@@H](C)CO)C[C@@H]1C
Assay by compound	1	2	3	4
TDP1 cell CPT	-25.3%	u	4.8%	-7.4%
TDP1 inh	2.8%	3.8%	-7.7%[56.1 µM]	x
TDP1 cell noCPT	u	-6.4%	2.0%	-0.1%

The whole of this part, from the first entry:
1. COc1cccc(CC(=O)Nc2sc3c(c2C(N)=O)CCCC3)c1
2. Cc1cc(NC(=O)COC(=O)c2cc(S(=O)(=O)N3CCOCC3)ccc2N2CCCCC2)no1
3. CCn1nnnc1SCC(=O)Nc1ccc2c(c1)OCO2
4. CC(C)COC(=O)N(C)C[C@H]1OCc2cn(nn2)CCCC(=O)N([C@@H](C)CO)C[C@@H]1C
5. Cc1cc(C)cc(OCC(=O)NCC2(N(C)C)CCCCC2)c1
6. CCN1CCN(C(=S)Nc2ccc3nc(N4CCN(CC)CC4)cc(C)c3c2)CC1
Assay by compound	1	2	3	4	5	6
TDP1 cell CPT	-25.3%	u	4.8%	-7.4%	-21.8%	-83.4%
TDP1 inh	2.8%	3.8%	-7.7%[56.1 µM]	x	1.6%	8.2%
TDP1 cell noCPT	u	-6.4%	2.0%	-0.1%	-12.8%	u

7. CNC(=S)N/N=C/c1ccc(N2CCOCC2)s1
8. O=C1C(=O)N(Cc2cccnc2)C(c2cccc(Br)c2)/C1=C(/O)c1ccc2c(c1)OCO2 (centres undefined)
9. CC(=O)Nc1ccccc1NC(=O)c1ccc(C)c(C)c1
10. Cc1cc(NC(=O)CSCC(=O)Nc2ccc(C)c(C)c2)no1
11. Cc1ccc(CN(CC(=O)NCCc2ccccc2)C(=O)CCCC(=O)Nc2cc(C)on2)cc1
12. CC(C)(C)c1ccc(-c2nc3[nH]c(=O)cc(NC(=O)c4ccco4)n3n2)cc1
Assay by compound	7	8	9	10	11	12
TDP1 cell CPT	4.61µM*	-0.9%	-7.2%	-3.2%	-19.0%	-8.9%
TDP1 inh	1.2%	11.7%	5.1%	1.1%	0.0%	1.2%
TDP1 cell noCPT	3.26µM*	19.6%	12.0%	2.7%	u	u

13. COc1ccc(OC)c(C2C(C(=O)Nc3ccc(C)cc3C)=C(C)Nc3c(C(=O)Nc4ccc(F)cc4)cnn32)c1 (centres undefined)
14. CC(C)OCCCNC(=O)C(Cc1ccccc1)NS(=O)(=O)c1ccc2c(c1)CCC(=O)N2 (centres undefined)
15. COc1cccc(C(=O)N(C)CC2CCN(CCc3cccc(C(F)(F)F)c3)CC2)c1
16. CCc1ccc(OCCOCCN2CCN(C)CC2)cc1
17. Cc1cc(=O)oc2cc(NC(=S)NNC(=O)c3c(Cl)cnn3C)ccc12
18. C#CCOCCOCCOCCNc1nc(N2CCN(C(=O)Cn3cc(CCCCN)nn3)CC2)nc(N2CCN(C(=O)Cn3cc(CCCN=C(N)N)nn3)CC2)n1
Assay by compound	13	14	15	16	17	18
TDP1 cell CPT	u	-14.9%	u	-16.3%	-24.8%	20.0%
TDP1 inh	5.3%	4.4%	x	x	4.0%	-3.7%
TDP1 cell noCPT	u	16.9%	u	u	-8.2%	29.8%

19. Cc1cnc(NC(=O)CN2CCN(c3ccccn3)CC2)s1
20. CCCN(CCC)Cc1cc(=O)oc2cc(C)c(Cl)cc12
21. COC(=O)C1=NNC(C(=O)c2ccco2)C1c1ccccc1 (centres undefined)
22. O=C(c1ccccc1)c1ccccc1C(=O)c1ccccc1
23. NS(=O)(=O)c1cccc(NC(=O)COC(=O)c2cc([N+](=O)[O-])ccc2N2CCCC2)c1
24. COC(=O)C1CN(C(=O)COc2ccc(Cl)cc2Cl)c2ccccc2O1 (centres undefined)
Assay by compound	19	20	21	22	23	24
TDP1 cell CPT	u	u	u	u	-4.2%	-4.9%
TDP1 inh	8.6%	x	2.5%	2.7%	1.7%	x
TDP1 cell noCPT	u	u	u	18.4µM*	-4.8%	12.8%

25. CCc1ncn(CCc2ccccc2OC)c1C(C)C
26. CCOC(=O)CNC(=O)C1c2ccccc2C(=O)N(c2ccc(OC)cc2)C1c1ccc(OC)cc1 (centres undefined)
27. CC(=O)Nc1nn(CC(C)C)c2nc3ccc(C)cc3cc12
28. CN(CCc1ccccc1)C(=O)c1cccc(NC(=O)Cc2cccc(NC(=O)C3CCCN(C(=O)C4CCCC4)C3)c2)c1 (centres undefined)
29. COc1ccc(-n2c(=S)[nH]c(=O)c3cccnc32)cc1
30. O=C(CSc1nnc(Cc2ccccc2)o1)c1ccc(F)cc1
Assay by compound	25	26	27	28	29	30
TDP1 cell CPT	3.66µM*	-21.3%	u	u	-2.7%	10.3%
TDP1 inh	x	5.6%	x	x	1.4%	2.8%
TDP1 cell noCPT	4.61µM*	-26.2%	u	u	-3.7%	-23.2%

31. C=C[C@@H](C1=CC(=O)C(OC)=C(OC)C1=O)c1ccccc1
32. CC(Nc1nc(N2CCCCC2)nc2ccccc12)c1ccccc1 (centres undefined)
33. O=C(c1cccc([N+](=O)[O-])c1)N1CCN(S(=O)(=O)/C=C/c2ccccc2)CC1
34. CCn1c(C)c(C2=CCN(S(=O)(=O)c3ccc(C)cc3)CC2)c2ccccc21
35. CN(C)S(=O)(=O)c1cccc(NC(=O)COC(=O)/C=C/c2ccco2)c1
36. Cc1csc(=O)n1CC(=O)OCC(=O)NNC(=O)c1ccc([N+](=O)[O-])cc1
Assay by compound	31	32	33	34	35	36
TDP1 cell CPT	1.16µM*	u	16.4%	u	-2.1%	0.9%
TDP1 inh	9.3%	-0.7%	3.8%	3.5%	x	x
TDP1 cell noCPT	0.731µM*	23.1µM*	-22.3%	18.4µM*	-20.1%	4.0%

37. CCCOc1ccc(-c2nn(-c3ccccc3)cc2/C=C2\SC(=S)N(C3CCS(=O)(=O)C3)C2=O)cc1 (centres undefined)
38. Cc1ccc(-n2cnc3cc(C(=O)NC4CCCCCC4)ccc32)c(C)c1
39. OC(CNCCNc1ncccc1C(F)(F)F)COc1ccc(F)cc1 (centres undefined)
40. CC(C)C[C@H](N)c1nnc(S(=O)(=O)Cc2cccc(F)c2)o1
41. O=C(c1ccc(CS(=O)(=O)c2ccc(Br)cc2)o1)N1CCN(c2ccc(F)cc2)CC1
42. O=C(c1cc(=O)[nH]c2ccccc12)N1CCc2ccccc2C1
Assay by compound	37	38	39	40	41	42
TDP1 cell CPT	-8.8%	u	-27.4%	5.8µM*	u	0.0%
TDP1 inh	2.8%	13.0%	x	3.1%	6.1%&6.9%	1.2%
TDP1 cell noCPT	-0.2%	16.4µM*	u	5.8µM*	23.1µM*	-0.6%

43. COc1ccc(Br)cc1CNC(=O)c1cc2n(n1)CCCN(Cc1ccc(C)cc1)C2=O
44. Cc1ccc(S(=O)(=O)CCC(=O)OCC(=O)NC(N)=O)cc1
45. COC(=O)c1ccc(NS(=O)(=O)c2cc3c4c(c2)CCN4C(=O)CC3)cc1
46. COc1ccccc1-c1nc2ccccc2nc1-c1ccccc1OC
47. Cc1cc(C)n(-c2ccc(Cl)c(Cl)c2)n1
48. CCN1C(=O)[C@H]2[C@@H](c3ccc(-c4ccc(Cl)c(Cl)c4)cc3)N[C@@](Cc3ccccc3)(C(=O)OC)[C@H]2C1=O
Assay by compound	43	44	45	46	47	48
TDP1 cell CPT	u	u	-5.7%	u	0.7%	23.1µM*
TDP1 inh	1.2%	-5.1%	x	0.0%	-3.0%	-1.7%
TDP1 cell noCPT	u	-10.9%	u	u	-9.2%	14.6µM*

49. Cc1ccc(C)c(CN2C(=O)c3ccccc3S(=O)(=O)c3ccc(C(=O)N4CCN(c5ccccc5)CC4)cc32)c1
50. CN(C)c1ccc(CN(C(=O)c2cc3ccccc3oc2=O)C2CCS(=O)(=O)C2)cc1 (centres undefined)
51. Cc1nn(Cc2ccc([N+](=O)[O-])cc2)c(=O)n1-c1cccc(Cl)c1
52. Cc1ccc(NC(=O)CC2(CC(=O)O)CCCC2)cc1
53. Cn1c(NC(=O)C[n+]2cc(-c3ccc(Cl)c(Cl)c3)n3c2CCC3)cc(=O)n(C)c1=O
54. Clc1c(-c2nnc3n2CCCCC3)sc2ccccc12
Assay by compound	49	50	51	52	53	54
TDP1 cell CPT	-2.2%	4.0%	0.2%	5.9%	-17.5%	u
TDP1 inh	4.6%	4.0%	0.0%	x	0.0%	1.0%
TDP1 cell noCPT	-16.0%	15.8%	-24.4%	1.6%	u	u

55. CC(=O)c1ccc(S(=O)(=O)N2CCNCC2)cc1
56. CS(=O)(=O)N1CCc2cc(C(=O)Nc3ccccc3Br)ccc21
57. Cc1occc1C(=O)N1CCN(c2ccc(Cl)cc2)CC1
58. O=C(C1CCCC1)N1CCN(S(=O)(=O)c2ccc(Cl)cc2)CC1
59. NS(=O)(=O)c1ccc(SCc2ccccc2)nc1
60. COCCNc1c2c(nc3c(-c4ccccc4)c(C)nn13)CCC2
Assay by compound	55	56	57	58	59	60
TDP1 cell CPT	u	1.8%	-3.4%	-26.2%	-3.9%	-2.0%
TDP1 inh	0.0%	x	6.2%	x	x	6.8%
TDP1 cell noCPT	u	6.5%	u	u	u	u

61. CC(=O)Nc1ccc(/C=N/NC(=O)CNC(=O)c2ccccc2)cc1
62. O=C(O)CC1NC(=S)N(c2ccccc2)C1=O (centres undefined)
63. C=CCC[C@@H](Cc1ccc(F)cc1)C(=O)OC[C@@H](C)NC(=O)[C@H](CC=C)CC(=O)N(CCO)Cc1ccccc1
64. CCOc1ccc(NC(=O)CC2C(=O)N(c3ccccc3)C(=O)N2CCOC)cc1 (centres undefined)
65. CCc1c(C)nc(N2CCN(c3ccc(OC)cc3)CC2)[nH]c1=O
66. CC1CCCC(C)N1c1nnc(N)s1 (centres undefined)
Assay by compound	61	62	63	64	65	66
TDP1 cell CPT	7.4%	-16.6%	13µM*	7.8%	u	13.5%
TDP1 inh	7.4%	-2.1%	-5.4%	-6.9%	x	1.3%
TDP1 cell noCPT	1.8%	-14.0%	8.2µM*	0.5%	20.6µM*	5.5%

67. CC(C)CCOc1ccc(C2=NNC(=O)CC2)cc1
68. COc1ccc(CCNC(=O)c2oc(=O)c3ccccc3c2-c2ccccc2)cc1OC
69. Cc1ccc(NC(=O)CCNS(=O)(=O)c2ccc3[nH]c(=O)oc3c2)c(C)c1
70. CC(=O)c1cccc(N(CC(=O)N2CCCC2)S(C)(=O)=O)c1
71. Clc1ccccc1Cc1cn2cc(-c3ccccc3)nc2s1
72. O=C(CSc1ccc(Br)cc1)N1CCN(S(=O)(=O)c2ccccc2)CC1
Assay by compound	67	68	69	70	71	72
TDP1 cell CPT	7.8%	u	-1.0%	0.9%	u	2.0%
TDP1 inh	-4.4%	4.7%	-1.8%	5.7%	-3.2%	0.2%
TDP1 cell noCPT	-3.0%	u	16.4%	-11.7%	u	-27.4%

73. COc1ccccc1C(=O)NNC(=O)c1ccncc1
74. Cc1noc(C)c1COc1cccc(C(=O)OCC(=O)NC(=O)c2ccc(OC(F)F)cc2)c1
75. CN(CC(=O)N1CCN(Cc2ccccc2)CC1)C(=O)Cc1ccc(Cl)c(Cl)c1
76. COc1ccccc1NS(=O)(=O)c1cc(N/C(=N\S(=O)(=O)c2ccccc2)c2ccc(F)cc2)ccc1Cl
77. N#Cc1c(N)c(C(=O)c2ccc(Br)cc2)n2c1CCC2
78. O=[N+]([O-])c1ccccc1COc1ccc(Cl)c2cccnc12
79. CN(CC(=O)Nc1ccccc1Br)C(=O)c1cc(S(=O)(=O)N(C)C)ccc1N1CCCC1
Assay by compound	73	74	75	76	77	78	79
TDP1 cell CPT	15.8%	-29.4%	u	18.4µM*	-22.3%	-15.3%	-15.0%
TDP1 inh	6.2%	4.7%	0.1%	-2.7%	4.2%	x	x
TDP1 cell noCPT	5.9%	-8.2%	14.6µM*	x	u	-23.3%	-20.4%
